# Source: PubChem BioAssay
# DNMT1 inh – human DNMT1 methyltransferase inhibitors, primary screen, biochemical, molecular beacon, fluorescence, HinP1I cleavage, uHTS; 360,000 tested, 0.83% active; AID 588458, 2011; inhibition (reported as % activation of signal), % at 10 µM; DNA (cytosine-5)-methyltransferase 1 (Homo sapiens), P26358; in the data active = inhibition above about 50%
# MLLE-PAM2 inh – inhibitors of PABP1 MLLE–PAM2 peptide binding, primary screen, biochemical, fluorescence polarization, FITC-PAM2, GST-MLLE; inhibition, % at 20 µM; Polyadenylate-binding protein 1 (Homo sapiens), P11940; AID 588489, 2011; 360,000 tested, 0.36% active; in the data active = inhibition above about 35%, passing the limit was not always enough;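 also: plate controls were DMSO wells with GST-MLLE for no effect and wells lacking GST-MLLE protein for full effect; some results filed as inactive read as strong as hits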
# Target sequence (P11940 whole entry, looked up): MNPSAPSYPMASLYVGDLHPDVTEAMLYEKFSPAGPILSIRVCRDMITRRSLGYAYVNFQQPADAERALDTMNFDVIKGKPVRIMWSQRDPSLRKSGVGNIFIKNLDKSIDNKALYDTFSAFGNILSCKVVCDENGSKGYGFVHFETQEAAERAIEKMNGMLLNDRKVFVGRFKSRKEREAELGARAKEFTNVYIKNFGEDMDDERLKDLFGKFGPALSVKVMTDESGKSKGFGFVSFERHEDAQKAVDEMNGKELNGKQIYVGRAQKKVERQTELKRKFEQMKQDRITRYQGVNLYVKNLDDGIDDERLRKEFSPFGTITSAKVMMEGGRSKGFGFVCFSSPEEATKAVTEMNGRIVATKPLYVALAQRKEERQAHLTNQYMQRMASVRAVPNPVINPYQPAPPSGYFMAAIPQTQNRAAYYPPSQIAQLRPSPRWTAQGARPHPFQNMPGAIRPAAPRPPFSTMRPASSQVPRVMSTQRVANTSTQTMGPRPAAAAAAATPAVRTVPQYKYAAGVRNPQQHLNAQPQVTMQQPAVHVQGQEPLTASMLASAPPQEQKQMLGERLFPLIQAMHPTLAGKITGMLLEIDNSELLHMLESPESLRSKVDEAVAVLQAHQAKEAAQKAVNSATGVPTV
# STEP block – STEP phosphatase inhibitors, primary screen, biochemical, fluorescence intensity, uHTS; 360,000 tested, 0.25% active; Tyrosine-protein phosphatase non-receptor type 5 (Homo sapiens), P54829; recombinant STEP, OMFP fluorogenic substrate; inhibition, % at 20 µM; AID 588621, 2011;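 active = inhibition at 20 µM, scaled per plate between control wells, above about 37%, limit read from the data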;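 also: 0% = DMSO with enzyme and substrate and 100% = substrate only without enzyme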
#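 material = STEP tyrosine phosphatase | reagent = fluorogenic phosphatase substrate OMFP at 25 µM final | doses = single compound dose of 20 µM, 1% DMSO final | schedule = 20 min reaction, room temperature, in the dark | measured by = fluorescence, 480/540 nm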
# NadD inh – inhibitors of S. aureus NadD, primary screen, biochemical, colorimetric, uHTS. Nicotinate-nucleotide adenylyltransferase NadD (Staphylococcus aureus N315). purified NadD enzyme, colorimetric absorbance read-out. inhibition, % at 20 µM. 360,000 tested, 0.78% active. AID 602399, 2012; in the data active = inhibition above about 26%; also: some compounds past the cut are filed as inactive
# SUMO1-SIM PPI – modulators of SUMO1 protein-protein interactions, primary screen, biochemical, uHTS. AID 602429, 2012. SUMO1 binding to a labelled peptide, TR-FRET, 1 h. inhibition, % at 20 µM. 360,000 tested, 0.33% active; in the data active = inhibition above about 37%
# Target sequence (P63165 whole entry, looked up): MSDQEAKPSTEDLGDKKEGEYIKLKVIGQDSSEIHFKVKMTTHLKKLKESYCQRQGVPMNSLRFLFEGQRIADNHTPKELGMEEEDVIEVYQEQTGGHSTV
# Tb MetRS inh – T. brucei MetRS inhibitors, primary screen, biochemical, luminescence | 360,000 tested, 0.4% active | purified T. brucei MetRS, ATP depletion, Kinase-Glo luminescence | inhibition, % at 11.9 µM | methionyl-tRNA synthetase (Trypanosoma brucei brucei);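 active = inhibition above a per-plate cutoff of the control wells' mean inhibition plus 3 SD, cut at about 5.5% in these data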;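 also: 0% = DMSO wells median and 100% = median of wells with control inhibitor compound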
#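 Material – parasite MetRS enzyme · Medium – HEPES-MgCl2-KCl buffer plus DTT, spermine, BSA, pyrophosphatase · Reagent – ATP, methionine and E. coli bulk tRNA substrates · Times – 15 min enzyme-compound preincubation, 2 h reaction, 10 min detection, 25 °C · Measured by – luminescence of leftover ATP · Evaluation – percent inhibition relative to median high and low control wells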
# CSN inh – inhibitors of CSN-mediated cullin deneddylation, primary screen, biochemical, fluorescence polarization, uHTS. AID 651999, 2013. inhibition, % at 12.5 µM. Purified CSN, SCF-Nedd8-OG deneddylation. COP9 signalosome complex subunit 5 (Homo sapiens), Q92905. 360,000 tested, 0.38% active;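 active = pattern-corrected inhibition above about 35%, with an unprinted fluorescence ratio check between 0.5 and 1.5, limit read from the data, passing the limit was not always enough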;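 also: 0% = enzyme with substrate and 100% = substrate without enzyme; some results filed as inactive read as strong as hits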
#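 Assay system: HEK293T-derived human Csn5 enzyme; quantity: 0.24 nM enzyme; medium: Tris/NaCl/DTT buffer, pH 7.5; also added: substrate SCFSkp2-Nedd8OG, 10 nM; doses: 12.5 µM compound; schedule: 90 min reaction at room temperature; signal: FP; read-out: % inhibition of substrate cleavage by Csn5; benchmarks: substrate-only high control, full reaction low control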
# Scp1 inh – Scp-1 phosphatase inhibitors, primary screen, biochemical, colorimetric, uHTS; Carboxy-terminal domain RNA polymerase II polypeptide A small phosphatase 1 (Homo …; Recombinant Scp1, phosphopeptide, malachite green phosphate absorbance; inhibition, % at 20 µM; 340,000 tested, 0.88% active;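 active = inhibition above about 50% at 20 µM, limit read from the data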;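 also: plate controls were DMSO wells with enzyme for no effect and wells lacking enzyme for full effect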
# Target sequence (Q9GZU7 76-261 limits assumed): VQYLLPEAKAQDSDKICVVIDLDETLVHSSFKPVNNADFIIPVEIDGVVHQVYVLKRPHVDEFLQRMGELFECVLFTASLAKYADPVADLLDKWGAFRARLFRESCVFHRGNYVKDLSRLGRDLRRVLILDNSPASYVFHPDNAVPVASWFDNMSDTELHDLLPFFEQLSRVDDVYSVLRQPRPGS
#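 assay system = SCP-1 phosphatase catalytic domain, residues 76-261 | buffer or medium = 50 mM Tris acetate pH 5.5, 0.005% Tween-20, 10 mM MgCl2 | incubation = enzyme reaction 45 min at room temperature, colour 5 min, stabilisation 30 min | signal = Phosphate-binding colour reagent, absorbance read at 630 nm | measure = % inhibition at 20 µM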
# LMPTP block – LMPTP phosphatase inhibitors, primary screen, biochemical, fluorescence intensity, uHTS; recombinant LMPTP-A, OMFP fluorogenic substrate; AID 651560, 2012; 360,000 tested, 0.22% active; inhibition, % at 20 µM; Low molecular weight phosphotyrosine protein phosphatase (Homo sapiens), P24666;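 active = compounds that cut the enzyme signal by at least half of the control window in the single-dose screen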;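 also: plate controls were DMSO wells with enzyme plus substrate for no effect and substrate without enzyme for full effect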
# Target sequence (P24666 whole entry, looked up): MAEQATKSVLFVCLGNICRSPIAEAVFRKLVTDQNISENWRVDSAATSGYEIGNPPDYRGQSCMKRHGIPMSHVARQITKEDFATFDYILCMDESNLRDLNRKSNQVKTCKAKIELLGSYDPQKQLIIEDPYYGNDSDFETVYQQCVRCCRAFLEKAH
#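 Test system: LMPTP-A phosphatase enzyme. Amount: LMPTP-A at 0.625 nM final in the reaction. Reagent: OMFP substrate, 400 µM final. Times: 50 min at room temperature. Signal: endpoint fluorescence intensity from OMFP dephosphorylation. Read-out basis: % inhibition. Benchmarks: no-enzyme and uninhibited controls.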
# Rpn11 block – Rpn11 (PSMD14) deubiquitinase inhibitors, primary screen, biochemical, fluorescence polarization, uHTS. 26S proteasome non-ATPase regulatory subunit 14 (Homo sapiens), O00487. human 26S proteasome, Ub4-pepOG fluorescence polarization; 20S core pre-blocked with epoxomicin. calls only at 20 µM. 360,000 tested, 0.59% active;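 active = inhibition at 20 µM, scaled to each plate's controls, above about 33%, limit read from the data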
# An asterisk follows results filed as active; i = inactive; · = not tested or not shown.
mol	MLLE-PAM2 inh	STEP block	Rpn11 block	SUMO1-SIM PPI	CSN inh	NadD inh	Tb MetRS inh	Scp1 inh	LMPTP block	DNMT1 inh
Cc1cc(NCCN(C)C)n2nc(-c3cccs3)cc2n1	6	1	i	3	-1	-6	-0.8	-7	-0.4	1
CCOC(=O)[C@@H]1[C@H]2COc3cc(OC)ccc3[C@@H]2N2C(=O)N(c3ccc(Br)cc3)C(=O)[C@]12C	-9	1	i	1	-1	-1	0.3	53*	2.8	1
CCn1c(CSCc2ccc(C)cc2)n[nH]c1=S	1	2	i	2	4	-1	0.0	12	-6.6	0
NC(=O)c1ccccc1N/C=C/C(=O)c1ccco1	-18	-3	i	-14	1	1	0.2	-13	-2.0	10
CCN(CC)CCN1C2=C(C(=O)CC(C)(C)C2)C(c2cccc(F)c2)C2=C1CC(C)(C)CC2=O	4	0	i	-7	1	-2	-1.2	12	-0.7	2
NC(=O)C[C@@H]1NC(=O)CNC(=O)c2cc([N+](=O)[O-])cc(I)c2NCCC(C(N)=O)NC1=O (stereo partly drawn)	-21	4	i	-31	108	-5	0.4	-3	-1.3	24
Cc1nnc(SCc2cc(=O)oc3cc(O)ccc23)n1Cc1ccccc1	-12	-1	i	-5	-7	7	-0.4	-3	-0.9	-1
COc1ccc(N(C)S(=O)(=O)c2ccc(C)cc2)c([N+](=O)[O-])c1	-2	0	i	-6	-11	-4	-0.1	2	0.6	3
COC(=O)c1c(NC(=O)c2nc3ccccc3s2)sc2c1CCN(C(C)=O)C2	3	-2	i	-14	4	-6	0.2	-13	3.8	-13
Cc1ccc(NS(=O)(=O)c2cccc(C(=O)NC3CCN(Cc4ccccc4)CC3)c2)cc1	3	0	i	3	-1	4	-0.1	-4	-0.2	-5
CCNC(=S)N(CCCO)Cc1cc2cc3c(cc2[nH]c1=O)OCCO3	27	4	i	-11	0	5	-1.2	-3	1.8	-2
COCc1c(C(=O)OCC(=O)NCc2ccco2)oc2ccccc12	-34	-1	i	-1	3	2	-0.3	-2	-1.1	9

# Reprinted from the part before: 3 entries, followed by the next part.
mol	MLLE-PAM2 inh	STEP block	Rpn11 block	SUMO1-SIM PPI	CSN inh	NadD inh	Tb MetRS inh	Scp1 inh	LMPTP block	DNMT1 inh
Cc1ccc(NS(=O)(=O)c2cccc(C(=O)NC3CCN(Cc4ccccc4)CC3)c2)cc1	3	0	i	3	-1	4	-0.1	-4	-0.2	-5
CCNC(=S)N(CCCO)Cc1cc2cc3c(cc2[nH]c1=O)OCCO3	27	4	i	-11	0	5	-1.2	-3	1.8	-2
COCc1c(C(=O)OCC(=O)NCc2ccco2)oc2ccccc12	-34	-1	i	-1	3	2	-0.3	-2	-1.1	9
S=C(NCCc1ccccc1)NN=C1CCCCCC1	2	-6	i	-2	-8	-1	0.5	-2	-1.3	2
COc1ccc(NCCNc2ccc(OC)cc2)cc1	2	0	i	-12	6	-1	0.1	-8	1.7	-9
Cc1ccc(S(=O)(=O)N(C)C)cc1NC(=O)COC(=O)COc1ccccc1[N+](=O)[O-]	-6	3	i	-3	1	-8	-0.4	10	1.4	2
Cc1ccc(NC(=O)c2cccc(NC(=O)/C=C/c3ccco3)c2)cc1C	-17	-1	i	-1	10	15	0.2	-14	3.0	8
CCn1c(SCC(=O)Nc2nc(C)cs2)nnc1-c1ccco1	-4	-3	i	0	-2	7	-0.5	1	-0.8	-1
CC(=O)Nc1ccccc1C(=O)C(=O)Nc1ccc(F)cc1	11	-5	i	0	0	-2	-1.0	-3	-0.6	-3
O=C(c1ccccc1)c1ccncc1	11	-3	i	-4	-2	-1	-0.1	-17	-1.0	1
S=C(NCc1ccccc1Cl)Nc1ccccc1Cl	21	-2	i	3	8	-3	-0.1	-6	0.7	2
Cc1ccc(N(O)C(=O)OCCNC(=O)Nc2ccccc2)cc1	5	-3	i	1	2	-2	2.0	-12	-0.7	-3
Cc1cc(=O)oc2c(C)c(OCC(=O)NCCCN3CCOCC3)ccc12	5	0	i	6	2	-7	1.0	7	-2.2	6
CCN(CC)S(=O)(=O)c1ccc(C(=O)N2CCN(C3=NS(=O)(=O)c4ccccc43)CC2)cc1	-6	-1	i	-6	6	2	-0.5	4	-1.7	0
COCc1c(C(=O)N2CCN(Cc3ccc(C#N)cc3)CC2)oc2ccccc12	7	-1	i	-3	-2	2	0.3	-5	0.4	-1

mol	MLLE-PAM2 inh	STEP block	Rpn11 block	SUMO1-SIM PPI	CSN inh	NadD inh	Tb MetRS inh	Scp1 inh	LMPTP block	DNMT1 inh
O=C(c1ccco1)N1CCN(c2ccc(Cl)cc2)CC1	5	-2	i	3	0	-4	0.0	-2	-2.1	-1
CCCCCCc1nnc(NC(=O)OCC)s1	-4	1	i	-1	1	-6	-0.3	-7	-0.6	0
COc1cc(C(C(=O)NC(C)(C)C)N(C(=O)CNC(=O)c2cccs2)c2ccccc2)cc(OC)c1OC (stereo not drawn)	-11	3	i	1	1	4	0.5	-3	-1.3	0
CCOC(=O)C1=CCN(S(=O)(=O)c2cccc(Cl)c2)C1c1cccc(C)c1 (stereo not drawn)	8	2	i	7	-2	-3	-0.8	·	2.4	-9
Cc1cc2nc(C3CCCCC3)c(Cc3cccc(F)c3)n2c(C)c1Br	1	0	i	5	0	7	0.0	·	2.5	19
CC1CC1C(=O)OCC(=O)Nc1ccc(N=Nc2ccccc2)cc1 (stereo not drawn)	-11	1	i	-21	-4	-14	0.2	-21	2.7	-2
CC(=O)NC(C)(c1ccccc1)c1nc(-c2cccc(C#N)c2)cs1 (stereo not drawn)	-4	-2	i	2	-2	1	0.7	·	1.1	0
COc1ccc([N+](=O)[O-])cc1NS(=O)(=O)c1ccc(C(=O)N2CCCC2)cc1	-9	0	i	-22	1	4	-0.4	-4	-1.7	1
CC(=O)Nn1cnc2c(c1=O)C1(CCCCC1)Cc1ccccc1-2	3	1	i	2	2	-4	-1.1	-4	0.7	1
Cc1ccc(-n2nnnc2SCC(=O)Nc2sc(C)c(C)c2C#N)cc1C	9	1	i	4	6	6	-0.1	-12	0.9	33
COc1ccc(NC(=O)CN2CCC(Cc3ccccc3)CC2)cc1S(=O)(=O)N1CCOCC1	-16	-5	i	0	-18	-4	-0.2	-5	0.4	-2
Cc1c(Cl)cccc1NC(=O)CCN1CCCC(C)C1 (stereo not drawn)	1	-3	i	-2	5	2	0.0	-14	0.5	3

mol	MLLE-PAM2 inh	STEP block	Rpn11 block	SUMO1-SIM PPI	CSN inh	NadD inh	Tb MetRS inh	Scp1 inh	LMPTP block	DNMT1 inh
CCCn1nc(NC(=O)COC)c2cc3cc(C)ccc3nc21	-121	-1	i	-11	-2	8	-1.5	62*	-0.4	0
COc1ccc(NS(=O)(=O)c2cc(NC(=O)c3cccc(OCc4c(C)noc4C)c3)ccc2OC)cc1	5	1	i	3	1	4	-0.1	-13	2.5	-13
O=c1[nH]c2ccc(S(=O)(=O)N3CCN(c4ccccc4F)CC3)cc2s1	-23	-3	i	3	0	3	0.9	-9	0.1	-6
CCOc1ccccc1NC(=O)c1ccc2c(O)c(S(=O)(=O)c3ccccc3)c(=O)[nH]c2c1	14	0	i	22	2	3	0.0	·	3.3	1
COc1ccc(NC(=O)c2ccc(NC(=O)COC(=O)CC(NC(=O)c3ccccc3Cl)c3ccccc3)cc2)cc1 (stereo not drawn)	-17	3	i	-1	-4	26	-0.2	-10	2.7	-9
c1ccc(-c2noc(C34CC5CC(CC(C5)C3)C4)n2)cc1	1	8	i	4	3	17	0.4	-4	1.9	-3
CSc1ccccc1OCc1cc(C(=O)N2CCc3c(Cl)cccc3C2)no1	6	0	i	-5	-5	-7	-0.3	-12	3.1	-1
O=C(Cc1ccccc1Cl)NNC(=O)Nc1ccccc1	8	-2	i	-2	2	-1	1.2	-7	-2.2	3
CCOc1ccc(N(C)C(=O)CCc2nnc3ccc(N4CCCCC4)nn23)cc1	-14	1	i	-2	1	2	-0.1	-1	0.0	2
COC(=O)c1ccccc1C(=O)N1CCCC(C(=O)c2ccc(OC)c(OC)c2)C1 (stereo not drawn)	-5	-2	i	-5	4	-1	-0.7	-2	0.1	-1
Cc1onc(C(=O)Nc2sc3c(c2C(N)=O)CCCC3)c1[N+](=O)[O-]	9	11	i	-7	1	3	-0.1	-2	-0.9	-4
CCOC(=O)c1cc(-c2ccccc2)sc1NC(=O)CC	11	1	i	-3	-3	-1	0.1	-7	1.2	-5

mol	MLLE-PAM2 inh	STEP block	Rpn11 block	SUMO1-SIM PPI	CSN inh	NadD inh	Tb MetRS inh	Scp1 inh	LMPTP block	DNMT1 inh
C[C@@H]1CN([C@H](C)CO)C(=O)c2cc(NC(=O)Nc3ccc4c(c3)OCO4)ccc2O[C@H]1CN(C)Cc1ccncc1	12	-2	i	2	1	2	-0.5	-11	-2.5	1
COc1ccc([C@H]2C[C@H](O)[C@@H](n3cc(-c4ccc(F)cc4)nn3)CN2C(=O)c2cccs2)cc1	-16	-1	i	0	-1	9	-1.0	·	0.1	-5
CCOC(=O)NC(Cc1c[nH]c2ccccc12)C(=O)NCCc1ccc(S(N)(=O)=O)cc1 (stereo not drawn)	-15	0	i	1	-4	-6	0.4	-9	-1.0	-1
Cn1cccc1C(=O)NC(=O)COC(=O)Cc1coc2ccc3ccccc3c12	-4	1	i	3	8	9	-3.5	1	2.5	-14
CN1C(=O)C2(c3ccccc31)c1c(oc3ccccc3c1=O)C(=O)N2CCO (stereo not drawn)	7	0	i	-4	0	-2	-0.3	-5	-1.4	-1
